# Compound activity: PubChem BioAssay, Sanford-Burnham Center for Chemical Genomics
# MPTP inh – blocks calcium-induced mitochondrial swelling. inhibition, % at 10 µM. 360,000 tested, 1.4% active. isolated mouse mitochondria, Ca2+ swelling absorbance, 30 min. AID 602449;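 active means inhibition of 50% or more, scaled per plate between neutral and stimulator controls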;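 further: 0% = DMSO wells given calcium and 100% = 1 mM EGTA wells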
# ATG4B inh – ATG4B (human) cysteine protease inhibition; Q9Y4P1; ATG4B cleavage of LC3-PLA2, NBD-HPC fluorescence, 1 h; inhibition, % at 8.33 µM; 340,000 tested, 0.51% active; AID 504462; in the data active means inhibition above about 40%
# NR3A LBD binder – modulators (binders) of human NR3A ligand-binding domain | NR3A LBD differential scanning fluorimetry, Tm shift; 0% = protein alone, 100% = glycine-bound protein | Tm shift relative to glycine control, % at 25 µM | 340,000 tested, 2.5% active | AID 1259313;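 active means melting temperature shift of at least 10% of the positive control shift, at one fixed dose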
# SENP6 block – blocks the human protease SENP6; AID 2599; Recombinant SENP6 catalytic domain, aminoluciferin luminescence; inhibition, % at 10 µM; 330,000 tested, 1.8% active; Q9GZR1;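 active means inhibition above about 50% at the single tested dose, limit read from the data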;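 further: plate controls were DMSO wells with enzyme for no effect and DMSO wells lacking enzyme for full effect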
# Target sequence (Q9GZR1 628-1112 limits assumed): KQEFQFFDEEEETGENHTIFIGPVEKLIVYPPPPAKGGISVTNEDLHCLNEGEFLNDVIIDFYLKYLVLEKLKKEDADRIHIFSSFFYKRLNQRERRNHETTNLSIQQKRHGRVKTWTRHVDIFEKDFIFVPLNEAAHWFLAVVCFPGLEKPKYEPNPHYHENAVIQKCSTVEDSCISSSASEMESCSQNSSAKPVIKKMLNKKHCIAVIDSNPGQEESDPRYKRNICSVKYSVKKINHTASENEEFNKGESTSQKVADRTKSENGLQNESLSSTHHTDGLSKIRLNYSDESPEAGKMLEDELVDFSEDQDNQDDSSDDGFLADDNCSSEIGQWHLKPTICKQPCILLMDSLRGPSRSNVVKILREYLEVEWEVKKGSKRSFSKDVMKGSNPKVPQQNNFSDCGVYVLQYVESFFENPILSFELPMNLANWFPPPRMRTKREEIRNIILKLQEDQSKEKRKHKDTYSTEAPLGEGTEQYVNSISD
# HKDC1 inhibitor – blocks human hexokinase HKDC1 activity; Q2TB90; recombinant HKDC1, G6PDH/diaphorase resazurin coupled fluorescence; inhibition, % at 20 µM; 340,000 tested, 0.16% active; AID 493160;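 active means inhibition above about 35% when tested at 20 µM, limit read from the data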;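 further: plate controls were DMSO wells with enzyme for no effect and DMSO wells lacking enzyme for full effect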
#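 Assay system – recombinant HKDC1 (HK5) hexokinase enzyme, produced in-house · Input – HKDC1 at 5 µg/mL · Reagent – glucose plus 1 mM ATP as hexokinase substrates · Timing – 90 min reaction incubation at room temperature, dark · Measured by – G6PDH/diaphorase-coupled fluorescence, 1 mM NADP, 100 µM resazurin, 525/613 nm · Benchmarks – DMSO-enzyme wells negative, buffer-substituted wells positive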
# SENP8 block – blocks human SENP8 cleavage of Nedd8 substrate; inhibition, % at 20 µM; AID 602440; 360,000 tested, 0.64% active; recombinant SENP8, Nedd8 substrate fluorescence; in the data active means inhibition mostly above about 40%, no sharp cut-off; inactive means mostly below about 27%
# Target sequence (Q96LD8 whole entry, looked up): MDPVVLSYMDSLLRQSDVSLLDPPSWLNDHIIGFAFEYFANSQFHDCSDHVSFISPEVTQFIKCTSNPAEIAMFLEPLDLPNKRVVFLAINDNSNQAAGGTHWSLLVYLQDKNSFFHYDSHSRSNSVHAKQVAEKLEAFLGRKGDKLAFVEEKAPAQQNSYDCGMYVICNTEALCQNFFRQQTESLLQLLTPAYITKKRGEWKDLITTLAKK
# PfG6PD inh – PfG6PD (Plasmodium falciparum) enzyme inhibition; PfGluPho enzyme, NADPH resazurin-diaphorase fluorescence; inhibition, % at 20 µM; 350,000 tested, 0.78% active; AID 504690;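 active means inhibition reaching at least a set limit at 20 µM in the primary screen, cut at about 59% in these data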;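 further: 0% = DMSO wells with substrate and 100% = DMSO wells lacking glucose-6-phosphate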
# SENP7 inh – blocks the human protease SENP7. Q9BQF6. recombinant SENP7, Z-RLRGG-aminoluciferin luminescence, 40 min. inhibition, % at 5 µM. 330,000 tested, 1.5% active;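 active means inhibition above about 50% at the single test dose, limit read from the data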;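 further: plate controls were DMSO with enzyme for no effect and no enzyme buffer wells for full effect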
# Target sequence (Q9BQF6 706-1050 limits assumed): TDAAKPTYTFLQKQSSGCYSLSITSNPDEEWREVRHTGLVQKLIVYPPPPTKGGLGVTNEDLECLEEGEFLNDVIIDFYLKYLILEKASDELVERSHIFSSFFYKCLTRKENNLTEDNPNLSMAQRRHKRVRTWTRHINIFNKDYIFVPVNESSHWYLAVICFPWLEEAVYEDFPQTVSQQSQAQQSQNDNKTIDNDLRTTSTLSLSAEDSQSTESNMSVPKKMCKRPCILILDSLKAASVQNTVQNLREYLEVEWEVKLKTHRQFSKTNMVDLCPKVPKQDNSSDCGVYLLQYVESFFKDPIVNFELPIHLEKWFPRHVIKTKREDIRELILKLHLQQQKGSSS
# Numbers without * were called inactive; i = inactive; . = no result given.
No.	molecule	MPTP inh	ATG4B inh	NR3A LBD binder	SENP6 block	HKDC1 inhibitor	SENP8 block	PfG6PD inh	SENP7 inh
1	COc1ccc2nc(/N=C(\N)NC(=O)Nc3ccccc3)nc(C)c2c1	4.6	-13	29*	7	-5	-272	16	12
2	c1ccc(-c2noc(CC3CCCCC3)n2)cc1	1.1	7	1	5	-10	17	14	-2
3	COc1ccc(CN(Cc2cccn2C)S(=O)(=O)c2ccc(F)cc2)cc1	5.3	7	-2	18	0	8	25	-3
4	CCCNC(=O)NC(=O)CSc1ccc2c(c1)OCCO2	0.3	1	1	-12	-5	19	-12	-1
5	Brc1ccc(-n2cnc(-c3ccccc3)c2)cc1	3.5	0	0	71*	2	8	17	79*
6	COc1cc(/C=C(/NC(=O)c2ccccc2)C(=O)Nc2cccc(O)c2)c([N+](=O)[O-])cc1OC	1.2	-17	-15	6	4	19	38	-2
7	COc1cc(/C=N/NC(=O)CN2CCOCC2)ccc1OCc1ccccc1	0.1	-11	-1	-7	-7	16	4	-1
8	Nc1ccccc1SC1CC(=O)N(c2ccccc2Cl)C1=O (stereo not drawn)	0.6	-1	2	-10	-8	16	3	8
9	CCOc1ccc(CNC(=S)NCc2ccc(OCC)cc2)cc1	3.7	0	-6	-1	7	19	-17	1
10	CCOC(=O)c1c(C)n(C)c2ccc(O)c(CN3CCC(C)CC3)c12	1.6	3	1	-12	8	11	6	-6
11	O=C(Nc1ccnn1C1CCN(Cc2ccccc2)CC1)c1ccccc1Cl	0.4	1	2	2	-2	3	-9	4
12	Cc1cccc(NC(=O)NC(C)C(c2cccs2)N2CCOCC2)c1 (stereo not drawn)	-0.3	1	-6	-20	-4	19	-10	6
13	CCc1c(C)nc2cc(-c3ccc(OC)c(OC)c3)nn2c1N1CCCC1	1.9	15	-1	4	-5	-148	28	2
14	O=C(C[n+]1cc(-c2ccc(Cl)c(Cl)c2)n2c1CCC2)c1cccs1	0.8	5	-2	0	-2	10	-3	1
15	COc1ccc(C(=O)N2CCC(C(=O)c3c(C)cc(C)cc3C)CC2)cc1	4.1	-3	1	-9	-1	22	1	5
16	CCOC(=O)C1(CCOC)CCN(C(=O)Cc2ccc3ccccc3c2)CC1	-0.5	-3	-1	4	-1	2	3	-1
17	O=C(Cn1cnc2c(nnn2-c2ccccc2)c1=O)NCc1ccco1	-2.9	-7	6	-2	-6	13	15	-26
18	CCC(C)(C)C(=O)Nc1cc([N+](=O)[O-])ccc1Cl	-0.1	0	-1	0	-5	10	-7	1
19	Cc1ccc(NC(=S)NC(=O)C2CC2)c(C)c1	-1.9	-2	1	-12	-4	7	1	-10
20	O=C(CCc1ccccc1)NNc1cc(N2CCCCC2)nc(N2CCCCC2)n1	1.2	6	-3	35	-5	47*	-2	58*
21	N/C(=N\OC(=O)C12CC3CC(CC(C3)C1)C2)c1cccnc1	0.6	9	-4	-23	13	1	-14	3
22	Cc1ccc(-n2c(CNc3ccc(F)cc3)nnc2SCC(=O)O)cc1	-3.0	-9	0	-2	0	8	-18	4
23	Cc1nc2ccc(S(=O)(=O)NC(CC(C)C)C(=O)O)cc2s1 (stereo not drawn)	0.5	-2	3	-4	3	22	-1	2
24	CC(C)C[C@H](NC(=O)c1nc[nH]c1C(=O)N(C)Cc1ccccc1)C(=O)OCc1ccccc1	-0.4	15	-5	-10	2	8	21	-8
25	Cc1cc(N2CCN(C/C=C/c3ccccc3)CC2)n2ncnc2n1	7.6	-5	0	-9	-8	26	2	1
26	CCn1nnnc1SCC(=O)Nc1cc(OC)cc(OC)c1	-1.3	1	2	-4	-4	24	0	-3
27	CC(C)c1cc(C(=O)N/N=C/C=C/c2ccccc2)n[nH]1	4.0	-7	-18	-3	15	9	7	2
28	CCN1CCS/C1=C\C=C\C1=[N+](CC)CCS1	0.0	4	1	.	1	14	-6	.
29	CN(CCOCCOc1ccc(Cl)cc1Br)Cc1ccccc1	45	-2	1	-3	4	7	-1	4
30	O=C(O)CN1CCCC1=Nc1ccccc1	-0.1	10	2	3	-14	3	7	2

# (further entries)
No.	molecule	MPTP inh	ATG4B inh	NR3A LBD binder	SENP6 block	HKDC1 inhibitor	SENP8 block	PfG6PD inh	SENP7 inh
31	O=C(NC(=S)Nc1nc2ccccc2s1)c1ccco1	4.5	-6	-8	-35	10	-7	-2	45
32	C[C@@H]1CN([C@H](C)CO)C(=O)c2cc(NC(=O)Nc3ccc(C(F)(F)F)cc3)ccc2O[C@H]1CN(C)Cc1ccc(Cl)c(Cl)c1	-0.7	.	32*	3	3	2	27	-5
33	COc1cc(C2C(C#N)=C(SC)NC3=C2C(=O)CCC3)ccc1O (stereo not drawn)	4.2	-7	-1	17	-2	-16	5	-1
34	C=CCOc1c(Cl)cc(CNc2nccs2)cc1OC	1.6	-5	1	-13	-4	17	-16	-1
35	Cc1c(C(=O)N2CCN(c3ccc([N+](=O)[O-])cc3)CC2)oc2ccccc12	0.2	-9	2	6	-2	17	17	4
36	Cc1ccc(C2(CCNC(C)c3cccs3)CCOC(C(C)C)C2)cc1 (stereo not drawn)	91*	-5	2	.	-4	25	12	.
37	CC[C@]12c3[nH]c4cc(CCC(=O)N(C)C)ccc4c3CCN1C(=O)[C@@H](CC(=O)NCc1cccc(C(F)(F)F)c1)C[C@@H]2C(=O)N1CCN(C(=O)c2ccco2)CC1	-0.5	-11	-1	.	9	-1	-1	6
38	CCOc1ccc(CN2CCN(Cc3cc4ccccc4o3)CC2CCO)cc1 (stereo not drawn)	-0.8	-5	-3	-4	3	27	-5	-13
39	Cc1ccc(N2CC(C(=O)Nc3cc(Cl)ccc3-n3cncn3)CC2=O)cc1 (stereo not drawn)	-0.9	-5	-1	5	-7	5	16	-6
40	COc1ccc(C(CNC(=O)C(CCSC)NC(=O)c2ccccc2Cl)N2CCCC2)cc1 (stereo not drawn)	-2.2	-13	-3	1	-7	11	-4	-2
41	CSc1nnc(C)c(=O)n1COC(=O)COc1ccc(F)cc1	-0.7	25	0	18	-3	23	-14	-4
42	CCOc1ccc(NC(=O)CSc2nc3cccnc3n2CCOC)cc1	1.6	2	0	-5	0	26	-27	6
43	CN1CCc2c(OCc3ccc(F)cc3)cccc2C1=O	-2.2	-8	-2	-6	-1	6	10	-2
44	c1ccc2c(CCc3ccncc3)cccc2c1	-0.7	1	-2	.	3	19	12	.
45	CCN(C(=O)COC(=O)/C=C/c1cccc(Br)c1)C1CCS(=O)(=O)C1 (stereo not drawn)	-0.2	4	1	-18	2	4	-9	-4
46	COC(C(=O)Nc1cccc([N+](=O)[O-])c1)c1ccccc1 (stereo not drawn)	1.1	-10	0	8	-6	12	6	11
47	O=C(CN1C(=O)c2ccccc2C1=O)OC(C(=O)c1ccc(Cl)cc1)c1ccccc1 (stereo not drawn)	4.2	8	0	15	-6	24	3	3
48	CCOC(=O)c1sc2ncn(CC(=O)NCC3CCCO3)c(=O)c2c1C (stereo not drawn)	-4.7	-3	-1	-6	-3	7	5	-1
49	CCN(C(=O)COC(=O)c1ccccc1NCc1ccco1)c1c(N)n(Cc2ccccc2)c(=O)[nH]c1=O	0.0	-19	1	.	0	i	16	.
50	CCN(CC)C(=S)SC1CCCCN(C(=O)c2ccc(F)cc2)C1=O (stereo not drawn)	-0.8	7	0	16	-2	8	4	-4
51	CN(C)CCCNC(=O)N1c2ccccc2Sc2ccccc21	0.1	1	-1	18	-7	12	11	3
52	Cc1nn(Cc2ccccc2)c(Cl)c1C(=O)NCCc1ccc(Cl)cc1	-0.3	4	5	3	-16	14	4	4
53	O=C1C=C(NNC(=O)c2cccnc2)CC(c2ccco2)C1 (stereo not drawn)	-0.4	-6	0	-9	-5	7	-2	4
54	Cc1ccccc1OCC(=O)N1CCCCCCC1	-1.1	-2	-1	-21	-2	10	-14	9
55	Cc1cccc(C)c1NC(=O)C(NC(=O)CN1C(=O)c2ccccc2C1=O)c1ccccc1 (stereo not drawn)	3.0	5	-2	10	-1	14	-19	4
56	CCC/C(=N\NC(=O)c1csc(C)c1C)c1cccs1	-0.2	1	1	-27	-6	10	6	-7
57	Cc1ccc(NC(=O)CSc2nnc(COc3ccc(C#N)cc3)n2-c2ccccc2)cc1C	2.1	-19	-4	-10	5	15	16	-2
58	C/C(=N/NC(=O)CCc1ccccc1)c1ccc2c(c1)OCO2	0.2	2	1	-4	0	5	-6	-7
59	CCOC(=O)Cc1csc(SCC(=O)NC(C)C23CC4CC(CC(C4)C2)C3)n1 (stereo not drawn)	-0.5	2	-2	-14	2	10	-13	-4
60	COc1ccc(CCNC(=O)Cn2cnc3sc(C)c(-c4ccc(F)cc4)c3c2=O)cc1OC	1.1	-1	-2	-10	-2	-16	-13	-13

# (further entries)
No.	molecule	MPTP inh	ATG4B inh	NR3A LBD binder	SENP6 block	HKDC1 inhibitor	SENP8 block	PfG6PD inh	SENP7 inh
61	O=C(/C=C/c1ccccc1)NC(=S)N1CCSCC1	-3.0	-8	2	19	-5	3	0	1
62	CC(=O)N1CCOc2ccc(S(=O)(=O)NCCc3ccc(S(N)(=O)=O)cc3)cc21	-1.4	2	-2	-14	-4	8	-3	-15
63	CCN(CC)c1ccc(C(=O)N/N=C(\C)c2ccc(OC)c(OC)c2)cc1	0.1	-19	-8	8	-14	-141	3	0
64	CCOc1ccc(C(=O)N(CC)CC(=O)Nc2ccc3c(c2)OCCO3)cc1OCC	-0.6	-45	-2	11	-8	12	-1	-1
65	COCCN(C(=O)CCC(=O)Nc1ccccn1)C(C(=O)NC(C)C)c1ccc(Cl)cc1 (stereo not drawn)	3.9	5	1	-12	2	11	1	10
66	COc1ccc(CN2C(=O)CN(C3CCCCCC3)C(=O)C2c2ccc(F)cc2)cc1 (stereo not drawn)	-0.9	1	-3	14	-8	10	3	-9
67	O=C(Nc1ccc2ccccc2n1)C1CCCCC1	1.5	3	-1	60*	-3	14	-4	74*
68	O=C(C1CCCO1)N1CCN(c2ncccn2)CC1 (stereo not drawn)	-1.0	-10	-1	-23	-5	-15	-6	-5
69	Cc1ccc(Nc2ncc3c(n2)CC(c2ccco2)CC3=O)c(C)c1 (stereo not drawn)	-2.1	-11	-17	-1	3	-58	19	-3
70	O=C(c1ccccc1S(=O)(=O)NCc1ccccc1)N1CCCC1	-0.8	-7	1	-3	-4	2	17	-5
71	Cc1noc(/C=C/c2ccco2)c1S(=O)(=O)N1CCC(C(=O)N(C)Cc2ccccc2)CC1	5.3	1	1	-6	1	-22	-2	6
72	O=C1NCC(COCc2ccccc2)O1 (stereo not drawn)	-2.4	-19	-3	-4	-4	22	-2	0
73	Cc1ccc2c(Cl)cc(Cl)c(OCC(=O)OCC(=O)Nc3ccc(C#N)cc3)c2n1	-0.9	-14	2	13	-8	2	2	1
74	CC(=O)N1CCN(c2ccc(NC(=O)c3ccc(F)cc3)cc2)CC1	-1.3	3	0	-22	5	19	-8	-8
75	CSc1ccc(/C=C/C(=O)c2c(O)cc(C)oc2=O)cc1	2.7	0	-4	-2	16	-465	3	-16
76	O=C(NCCc1ccccc1)c1ccccc1SCC(=O)N1CCCC1	0.2	-5	1	2	-9	-8	19	3
77	Cc1onc(-c2ccccc2Cl)c1C(=O)Nc1cccnc1	0.5	14	0	0	10	13	-12	1
